Bioassay records: PubChem BioAssay, Sanford-Burnham Center for Chemical Genomics
SENP8 block-1: blocks the human protease SENP8; purified SENP8, Z-RLRGG-aminoluciferin cleavage, luminescence; Q96LD8; inhibition, % at 10 µM; 330,000 tested, 1.2% active; AID 2540; in the data active = inhibition above about 50%
SENP1 inh: blocks the human SENP1 SUMO protease catalytic domain; inhibition, % at 10 µM; 360,000 tested, 0.21% active; Q9P0U3; recombinant SENP1 catalytic domain, CyPet-SUMO1-YPet FRET cleavage;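 active = inhibition at least 30% at 10 µM, raw YFP signal under a set limit, fluorescence ratio 0.5 to 1.5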;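 also: 0% = enzyme with DMSO and 100% = no enzyme wells; some results filed as inactive read as strong as hits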
Target sequence (Q9P0U3 419-644 limits assumed): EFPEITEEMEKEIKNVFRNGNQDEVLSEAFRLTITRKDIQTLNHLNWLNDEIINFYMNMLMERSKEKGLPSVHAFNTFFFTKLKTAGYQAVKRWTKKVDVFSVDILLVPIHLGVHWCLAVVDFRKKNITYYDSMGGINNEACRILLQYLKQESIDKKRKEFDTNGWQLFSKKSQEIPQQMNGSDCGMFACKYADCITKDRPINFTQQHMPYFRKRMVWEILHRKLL
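Test system: hSENP1 catalytic domain, recombinant; Amount: 20 pM final SENP1 enzyme; Medium: Tris pH 8 buffer plus EDTA, NaCl, BME, BSA, NP40, catalase; Schedule: 50 min enzyme reaction, room temperature, light-protected; Technique: FRET fluorescence in CFP and YFP emission channels; Controls: no-enzyme wells low, DMSO-plus-enzyme wells high control.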
PfG6PD inh: PfG6PD (Plasmodium falciparum) enzyme inhibition | PfGluPho enzyme, NADPH resazurin-diaphorase fluorescence | 350,000 tested, 0.78% active | AID 504690 | inhibition, % at 20 µM;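 active = inhibition reaching at least a set limit at 20 µM in the primary screen, cut at about 59% in these data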;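 also: 0% = DMSO wells with substrate and 100% = DMSO wells lacking glucose-6-phosphate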
SENP6 inh: inhibitors of human SENP6 protease. Recombinant SENP6 catalytic domain, aminoluciferin luminescence. inhibition, % at 10 µM. 330,000 tested, 1.8% active. AID 2599;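 active = inhibition above about 50% at the single tested dose, limit read from the data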;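 also: plate controls were DMSO wells with enzyme for no effect and DMSO wells lacking enzyme for full effect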
Target sequence (Q9GZR1 628-1112 limits assumed): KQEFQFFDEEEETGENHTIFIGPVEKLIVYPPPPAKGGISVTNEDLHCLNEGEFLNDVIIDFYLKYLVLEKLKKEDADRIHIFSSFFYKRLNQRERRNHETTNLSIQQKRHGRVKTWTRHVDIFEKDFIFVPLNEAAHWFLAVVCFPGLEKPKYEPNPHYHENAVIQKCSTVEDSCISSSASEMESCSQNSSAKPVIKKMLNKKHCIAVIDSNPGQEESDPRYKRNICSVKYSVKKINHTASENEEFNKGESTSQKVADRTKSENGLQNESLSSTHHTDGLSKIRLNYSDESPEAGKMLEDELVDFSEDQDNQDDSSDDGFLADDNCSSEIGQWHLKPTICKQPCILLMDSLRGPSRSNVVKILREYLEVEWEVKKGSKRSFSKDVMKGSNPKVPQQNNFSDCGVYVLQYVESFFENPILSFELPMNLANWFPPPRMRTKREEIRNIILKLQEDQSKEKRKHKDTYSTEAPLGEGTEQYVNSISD
HKDC1 inh: inhibitors of human hexokinase HKDC1. Q2TB90. recombinant HKDC1, G6PDH/diaphorase resazurin coupled fluorescence. inhibition, % at 20 µM. 340,000 tested, 0.16% active. AID 493160;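 active = inhibition above about 35% when tested at 20 µM, limit read from the data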;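 also: plate controls were DMSO wells with enzyme for no effect and DMSO wells lacking enzyme for full effect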
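test system = in-house recombinant HK5 (HKDC1) enzyme | amount = HKDC1 at 5 µg/mL | control set = DMSO-enzyme wells negative, buffer-substituted wells positive | compound = one dose of 20 µM, 1% DMSO | schedule = reaction time 90 min, room temperature, protected from light | technique = resorufin fluorescence at 613 nm | reagent = glucose with 1 mM ATP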
NALP3 yeast inh: inhibitors of NALP3 inflammasome in yeast; Yeast reconstituted NLRP3/ASC/caspase-1, beta-gal luminescence, 24 h; inhibition, % at 10 µM; 330,000 tested, 0.39% active; AID 2825;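 active = inhibition of 50% or more; inactive = inhibition below 50%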;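 also: plate controls were induced DMSO wells for no effect and uninduced yeast grown without galactose for full effect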
Apaf-1 inh: blocks human Apaf-1 apoptosome activity | O14727 | reconstituted apoptosome caspase-3 activity, DEVD-Rh110 fluorescence | inhibition, % at 20 µM | 330,000 tested, 0.71% active; active = inhibition of at least 40% at 20 µM;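 also: plate controls were DMSO wells for no effect and DEVD-CHO caspase inhibitor wells for full effect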
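Material: biochemical Apaf-1 apoptosome reconstitution. Medium: Hepes buffer, pH 7.5. Also added: cytochrome c activation, bis-DEVD rhodamine 110 substrate. Timing: 30 min compound preincubation, 50 min activation, room temperature. Measured by: rhodamine 110 fluorescence at Ex 480/Em 540 nm.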
SENP7 block: inhibitors of human SENP7 protease. Q9BQF6. recombinant SENP7, Z-RLRGG-aminoluciferin luminescence, 40 min. inhibition, % at 5 µM. 330,000 tested, 1.5% active;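 active = inhibition above about 50% at the single test dose, limit read from the data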;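 also: plate controls were DMSO with enzyme for no effect and no enzyme buffer wells for full effect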
Target sequence (Q9BQF6 706-1050 limits assumed): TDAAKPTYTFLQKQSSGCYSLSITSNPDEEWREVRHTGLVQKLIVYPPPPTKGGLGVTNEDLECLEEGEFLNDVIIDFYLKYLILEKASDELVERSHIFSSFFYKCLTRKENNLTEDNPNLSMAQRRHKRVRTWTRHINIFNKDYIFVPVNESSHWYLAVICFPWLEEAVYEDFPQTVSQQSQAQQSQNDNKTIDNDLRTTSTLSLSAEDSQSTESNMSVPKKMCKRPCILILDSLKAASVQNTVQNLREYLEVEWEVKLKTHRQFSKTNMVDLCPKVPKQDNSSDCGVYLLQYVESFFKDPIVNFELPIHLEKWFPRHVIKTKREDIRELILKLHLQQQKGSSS
SENP8 block-2: blocks human SENP8 cleavage of Nedd8 substrate; recombinant SENP8, Nedd8 substrate fluorescence; 360,000 tested, 0.64% active; inhibition, % at 20 µM; AID 602440; in the data active = inhibition mostly above about 40%, no sharp cut-off; inactive = mostly below about 27%
An asterisk follows results filed as active; nt = no result given.

The opening 2 entries, to show the layout:
SMILES	SENP8 block-1	SENP1 inh	PfG6PD inh	SENP6 inh	HKDC1 inh	NALP3 yeast inh	Apaf-1 inh	SENP7 block	SENP8 block-2
N#C/C(=C\c1ccc(OCc2ccc(C(=O)O)cc2)cc1)C(=O)NCc1ccccc1	3.5	2.0	-37.8	21.2	5.7	4.4	0.2	-5.2	16.6
COc1ccccc1NC(=O)N(Cc1cccs1)Cc1cc2cc3c(cc2[nH]c1=O)OCO3	-5.6	1.1	20.6	-4.4	-2.2	6.3	14.3	11.5	-376.6

Results, previewed entries included:
SMILES	SENP8 block-1	SENP1 inh	PfG6PD inh	SENP6 inh	HKDC1 inh	NALP3 yeast inh	Apaf-1 inh	SENP7 block	SENP8 block-2
N#C/C(=C\c1ccc(OCc2ccc(C(=O)O)cc2)cc1)C(=O)NCc1ccccc1	3.5	2.0	-37.8	21.2	5.7	4.4	0.2	-5.2	16.6
COc1ccccc1NC(=O)N(Cc1cccs1)Cc1cc2cc3c(cc2[nH]c1=O)OCO3	-5.6	1.1	20.6	-4.4	-2.2	6.3	14.3	11.5	-376.6
Cc1ccccc1N1CCN(C2CCCN(C(=O)c3ccsc3)C2)CC1 (stereo unspecified)	3.2	1.2	3.6	1.1	-4.9	10.2	10.3	-0.9	8.4
Cc1ccccc1Cc1c(C)nc2nc(SCC(=O)NCCCN3CCCCC3)nn2c1C	-5.2	-0.2	-8.7	-35.1	-4.7	9.8	22.0	0.6	7.7
Cc1ccsc1C(=O)NCc1ccc(F)cc1	-3.7	0.6	-5.4	-15.4	-6.9	19.5	4.3	4.9	5.5
Cc1ccc(OCCCCn2ccnc2)c(Cl)c1	-10.0	-2.4	-11.5	-14.2	-12.3	21.6	-5.6	4.0	18.6
CCOc1ccccc1NC(=O)CCN(c1ccc(C)cc1)S(=O)(=O)c1ccccc1	3.8	-1.4	3.8	-3.1	-3.9	-2.3	5.4	7.8	7.8
Cc1cccc(-c2ncc(CN3CCCC(CO)(Cc4ccccc4C)C3)cn2)c1 (stereo unspecified)	-1.3	-10.3	35.8	-9.3	2.1	17.3	25.9	-0.9	0.4
O=[N+]([O-])c1cc(C(F)(F)F)ccc1Sc1nccn1Cc1ccccc1	5.9	2.0	37.5	1.4	3.8	8.4	4.9	4.3	24.2
O=C(NCCN1CCN(c2ccccc2)CC1)c1ccc(NC(=O)C2CCCO2)cc1 (stereo unspecified)	-9.2	0.2	-12.1	9.4	-2.9	2.0	1.9	-2.7	14.1
CCOC(=O)n1n[n+]([O-])c2ccccc21	2.6	0.7	14.0	3.5	-8.5	9.9	-0.4	0.8	10.2
COc1cc(/C=N/Nc2cc(C)nc(N)n2)ccc1O	-9.0	3.3	15.0	-5.9	-0.2	1.3	-3.0	-1.2	-34.3
CC(=O)C[C@@H](O)CC(=O)[C@@H]1OC(=O)[C@H](C)CCCCc2ccccc21	-10.9	-1.5	2.6	-9.1	-5.5	9.2	-2.6	-10.3	0.8
CCC(CC)c1ncc[nH]1	8.8	-0.5	12.8	-13.7	-7.4	7.0	-9.7	0.2	14.4
COc1ccc(CC(=O)Nc2ccc(F)c(S(=O)(=O)N3CCOCC3)c2)cc1	nt	2.2	2.7	nt	-3.6	nt	nt	nt	9.6
CCOC(=O)Cc1csc(NC(=O)c2csc(C)c2)n1	-7.4	-2.5	-3.0	-9.1	7.2	27.4	-12.9	2.4	3.6
CC/C(=N\n1nnnc1Nc1ccccc1)c1ccccc1	-7.3	3.4	-1.1	-4.6	5.5	10.9	5.3	-6.6	14.6
CCC(=O)Nc1cc(C(=O)OC(C(=O)c2ccc(C)c(C)c2)c2ccccc2)ccc1C (stereo unspecified)	0.2	2.2	-15.7	-1.3	0.3	-2.6	13.3	0.4	29.9
Cc1ccc(NC(=O)C2COc3ccccc3O2)cc1C (stereo unspecified)	-16.8	-0.7	0.9	7.5	-1.5	28.1	5.6	-4.7	29.2
Cc1ccc(CN(Cc2cc3cccc(C)c3[nH]c2=O)C(=S)NCCCN(C)C)cc1	-1.2	-0.8	6.8	-8.3	-0.9	-8.2	3.3	-16.8	-31.2
COc1cccc(OCc2nnc(SCC(=O)NCc3ccco3)n2CCc2ccccc2)c1	6.2	-5.4	21.4	-0.2	5.0	14.4	27.9	4.3	4.9
O=C(Nc1nc(=O)n(C(=O)c2cccc(C(F)(F)F)c2)s1)c1ccccc1	0.6	1.8	16.0	-3.5	8.4	2.5	-9.2	4.4	17.4
CCOC(=O)c1ccc(NC(=O)c2nn(C)cc2Br)cc1	4.1	-0.3	6.1	37.6	-5.0	27.0	-148.1	26.4	19.0
COc1ccc(C(NC(=O)CN2C(=O)NC3(CCc4ccccc43)C2=O)c2ccc(OC)cc2)cc1 (stereo unspecified)	-10.1	1.6	14.7	-10.8	1.6	17.5	-0.3	-3.8	-7.5
COc1ccc(/C=C2\SC(=S)N(CC(=O)OCC(=O)Nc3ccc(C)cc3Cl)C2=O)cc1	-5.4	-34.3	-5.2	-17.2	-2.4	7.3	1.5	-3.1	10.3
CCOc1ccc(Cl)cc1S(=O)(=O)NCc1cccnc1	2.4	-0.9	2.3	10.6	-2.6	-1.9	7.4	7.9	-3.3
O=C(NCc1cccc(C(F)(F)F)c1)C1CC(c2ccccc2C(F)(F)F)=NO1 (stereo unspecified)	-8.6	0.7	15.3	-16.2	0.9	10.5	23.3	-10.6	11.7
CCCc1ccc(NC(=O)C2CCCN(c3cnccn3)C2)cc1 (stereo unspecified)	-6.4	0.2	31.2	-20.4	-0.9	13.5	20.3	-28.4	-356.8
CC1Oc2cc3oc4c(O)c(O)ccc4c(=O)c3c(O)c2C1(C)C (stereo unspecified)	7.5	-3.8	9.6	5.7	12.8	10.8	-9.8	-5.3	34.4
CCN(CC(=O)Nc1ccccc1C(F)(F)F)C(=O)Cc1sc(C)nc1-c1ccc(F)cc1	-7.8	-9.1	-5.0	-5.8	-2.9	14.1	7.7	-7.0	3.7
COc1cccc(NC(=O)Cc2nnc(SCC(=O)c3ccccc3)n2C)c1	nt	0.9	14.1	nt	-7.4	nt	nt	nt	13.5
CC(=O)Nc1cccc(C(=O)OCC(=O)NC(C)c2ccc(F)cc2)c1 (stereo unspecified)	-4.8	2.5	-16.3	-4.7	-0.3	7.3	7.9	-3.5	31.6
CN(C(=O)CCS(=O)(=O)c1cc2c(cc1Cl)NC(=O)CO2)C1CCCCC1	6.1	3.0	-13.7	-10.5	2.5	16.0	4.2	-8.1	14.6
COc1ccc(NC(=O)CNC(=O)Cc2ccccc2)cc1	1.5	0.5	-13.6	-16.3	-4.2	11.7	-0.8	-4.7	3.3
O=C(CN1CCN(c2ccccc2)CC1)c1c[nH]c2ccccc12	3.5	-0.8	3.1	16.9	-3.6	11.4	5.1	2.1	9.0
CCCCn1c(SCc2nnc(-c3ccccc3)o2)nc2c1c(=O)n(C)c(=O)n2C	-14.1	0.4	3.8	-4.0	0.6	11.0	-11.1	-9.6	7.8
Cc1nc2ccc(C(=O)OCc3nnc(-c4ccccc4)o3)cc2nc1C	1.9	1.4	11.0	-9.1	1.8	12.4	5.3	-5.4	-2.1
CC(OC(=O)CN1C(=O)NC2(CCCC2)C1=O)c1ccc(F)cc1 (stereo unspecified)	7.5	-0.5	3.6	-6.9	0.4	8.0	7.3	3.1	27.4
CC(=O)c1ccccc1OCCOc1ccccc1C(C)=O	13.1	-1.3	-2.3	-7.6	-6.3	21.4	-9.0	-4.2	8.6
CCOc1ccc(N(CC(=O)NCc2ccc(F)cc2)C(=O)c2snc(C(N)=O)c2N)cc1	14.4	-74.6	6.5	-18.2	-1.9	-0.5	-2.8	9.3	-75.8
CCn1nc(C)c(NC(=O)CSc2nnc(-c3ccco3)n2C)c1C	0.5	1.1	4.0	-17.5	-6.8	4.0	-25.5	-1.5	11.1
Cc1ccc(SCCCCN2C(=O)NC(C)(C)C2=O)cc1	6.2	-0.2	5.0	10.4	-12.7	6.8	-2.9	1.7	10.3
COc1ccc(OCC(=O)NNC(=O)c2c(-c3ccccc3Cl)noc2C)cc1	-3.6	2.2	-19.1	-9.7	2.0	2.5	-8.8	-7.7	23.7
CC(C)c1ccc(C(=O)Nc2cccnc2)cc1	36.1	3.2	11.6	72.9*	-1.7	31.9	-1.5	70.7*	28.4
COc1ccc(C2=CSC3=NCCN23)cc1	-10.6	0.8	-6.7	-15.5	-3.2	1.5	-4.5	-7.1	18.1
S=c1[nH]nc(-c2ccccn2)n1/N=C/c1cccc2ccccc12	4.8	-0.9	22.0	-3.0	-6.0	15.1	3.7	11.9	14.7
CCOC(=O)C1=C(C)N(CC(C)C)C(=O)C1	0.7	0.2	-6.2	3.1	-5.3	5.7	-15.5	3.3	10.7
Cn1c(=O)[nH]c(=O)c2c1nc(N1CCCCC1)n2CCSc1nc2ccccc2o1	-9.9	3.0	2.8	-18.6	1.1	5.8	13.6	5.3	3.7
Cn1c2ccccc2c(=O)c2ccc(C#Cc3ccccn3)cc21	-12.2	nt	17.5	13.1	-0.5	29.3	18.8	3.1	nt
COc1ccc(N(C(=O)/C=C/c2ccc(OC)c(OC)c2)C2=CC3CCC(C2)N3C)cc1 (stereo unspecified)	2.3	1.1	8.3	-0.1	-11.6	0.7	10.1	0.5	1.3

(continued)
SMILES	SENP8 block-1	SENP1 inh	PfG6PD inh	SENP6 inh	HKDC1 inh	NALP3 yeast inh	Apaf-1 inh	SENP7 block	SENP8 block-2
CCOC(=O)c1ccc(N2C(=O)C(O)=C(C(C)=O)C2c2ccccn2)cc1 (stereo unspecified)	-4.2	2.5	0.1	-10.1	3.2	-1.6	4.7	-10.6	-46.3
Cc1ccc(S(=O)(=O)N(C)C)cc1NC(=O)c1cc(S(=O)(=O)N2CCCCC2)ccc1N1CCOCC1	-5.1	1.0	-3.9	-17.6	3.5	-1.2	10.1	9.9	-15.1
CCOc1cc(-n2ncc(C#N)c2N)nc(SC)n1	-2.9	-6.7	0.9	4.5	-2.4	5.5	-21.8	-2.0	16.7
CC(=C/c1ccco1)/C=N/NC(=O)Cc1cccn1C	3.7	-1.3	32.2	11.8	-11.4	3.3	13.1	3.8	-10.9
C=CCN1C(=O)NC2(O)C(=O)c3ccccc3C12O (stereo unspecified)	-3.8	0.1	-22.2	-18.6	-3.2	13.3	12.6	-11.2	18.4
O=C(O)c1cccc(NC(=S)NC(NC(=O)c2cccc([N+](=O)[O-])c2)C(Cl)(Cl)Cl)c1 (stereo unspecified)	-5.0	-0.1	-9.7	-18.8	6.2	6.3	2.4	1.0	12.7
Cc1ccnc(NS(=O)(=O)c2ccc(NC(=O)CCS(=O)(=O)c3ccccc3)cc2)n1	12.1	-6.6	-5.3	10.1	-9.9	-17.0	-8.2	12.2	22.1
CCCOc1ccc2c3c(c(=O)oc2c1OCCC)CCCC3	-6.9	1.8	16.4	12.1	3.8	30.2	17.3	3.9	-476.1
COc1ccc(OC)c(CN2CCC(C(=O)N3CCN(c4ccccc4F)CC3)CC2)c1	-6.4	2.2	-15.1	-7.8	-4.9	7.8	-3.3	4.8	27.2

Hits appear at their usual frequency (roughly 4.1% active in at least one column).
